High-throughput results from PubChem BioAssay.
Abs 340nm = compounds absorbing at 340 nm; compound absorbance at 340 nm, fold over control; fold change at 10 µM; 65,000 tested, under 10 active; AID 708;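 active means at 10 µM dose, initial 340 nm absorbance at least 2 fold that of control wells; inactive means change under 2 fold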;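 further: initial absorbance extrapolated from kinetic A340 decline of NADH oxidation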
MKP-1 inh = blocks human MKP-1 phosphatase activity; P28562; recombinant MKP-1, OMFP hydrolysis fluorescence; inhibition, %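 (compounds tested at a single concentration somewhere between 10 and 100 µM)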; 65,000 compounds, 0.15% hits;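 active means inhibition above about 50%, limit read from the data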;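 further: 0% = DMSO max control wells and 100% = wells with enzyme stopped by NaOH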
FXIIa inh mix = inhibitors of human coagulation factor XIIa, pooled mixtures; P00748; purified FXIIa, fluorogenic substrate; inhibition, % at 5 µM; 62,000 compounds, 0.2% hits; AID 684;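 further: 0% = enzyme without compound and 100% = no enzyme blank; some results filed as inactive read as strong as hits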
Hsp90 block = displaces geldanamycin probe from tumor Hsp90. P07900. NCI-N417 lysate Hsp90, Cy3B-geldanamycin FP displacement. inhibition, % at 30 µM. 64,000 compounds, 0.35% hits. AID 429;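 active means inhibition above 50%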;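 further: 0% = tracer plus lysate wells and 100% = tracer alone without lysate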
MMP-13 inhibitor = inhibitors of human MMP13; P45452; MMP-13 fTHP FRET cleavage, Mca fluorescence; inhibition, % at 4 µM; 65,000 compounds, 0.07% hits; AID 570;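 active means inhibition above the mean of compound-free control plate wells plus 3 SD, cut at about 14% in these data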;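 further: 0% = DMSO wells and 100% = wells with reference MMP-13 inhibitor after basal subtraction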
AP complement = alternative pathway complement inhibition, orthogonal assay. 62,000 compounds, 0.08% hits. inhibition, % at 5 µM. Human serum alternative complement pathway, LPS-coated ELISA, C3 deposition; tested in compound mixtures;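 active means inhibition above 30% in each of the two pooled mixtures holding the compound, so the lower value exceeds 30%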;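 further: 0% = serum in Mg-EGTA without compound and 100% = EDTA serum blank; some compounds past the cut are filed as inactive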
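Assay system: Human serum alternative complement pathway, C3 deposition on LPS-coated wells | Incubation: 1 h serum-compound exposure at 37 °C | Doses: 5 µM per compound in ten-compound mixtures | Read-out: Percent inhibition | Technique: ELISA with HRP anti-human C3 antibody, TMB substrate, absorbance 450 nm | Replication: Two pool placements per compound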
Cdc25B block = human M-phase inducer phosphatase 2 inhibition; P30305; recombinant Cdc25B, OMFP fluorescence Ex485/Em525; inhibition, %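 (compounds tested at 10 µM final in the well)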; 65,000 compounds, 0.1% hits; in the data active means inhibition above about 50%
Target sequence (P30305 whole entry, looked up): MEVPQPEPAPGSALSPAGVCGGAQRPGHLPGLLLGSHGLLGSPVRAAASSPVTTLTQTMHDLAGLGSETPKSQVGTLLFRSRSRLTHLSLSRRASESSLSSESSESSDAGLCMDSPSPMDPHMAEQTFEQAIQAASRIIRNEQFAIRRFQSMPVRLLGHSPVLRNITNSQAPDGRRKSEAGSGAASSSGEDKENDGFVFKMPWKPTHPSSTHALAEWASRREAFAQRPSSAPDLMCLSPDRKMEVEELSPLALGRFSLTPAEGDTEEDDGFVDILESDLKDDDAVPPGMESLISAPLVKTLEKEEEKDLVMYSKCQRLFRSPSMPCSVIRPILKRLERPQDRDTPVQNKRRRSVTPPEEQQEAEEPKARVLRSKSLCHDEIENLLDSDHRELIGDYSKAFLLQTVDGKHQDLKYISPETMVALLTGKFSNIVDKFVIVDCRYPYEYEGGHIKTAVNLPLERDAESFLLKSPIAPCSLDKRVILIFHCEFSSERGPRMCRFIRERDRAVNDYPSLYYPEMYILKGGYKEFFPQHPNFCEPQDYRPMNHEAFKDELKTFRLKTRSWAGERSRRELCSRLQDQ
FXIa inh mix = blocks human factor XIa in pooled compound mixtures; P03951; purified FXIa, fluorogenic substrate; inhibition, % at 5 µM; 62,000 compounds, 0.19% hits; AID 680;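 further: each value is inhibition by a whole ten-compound pool holding the compound; 0% = enzyme with no mixture and 100% = wells lacking enzyme; strong numbers were not always called active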
JNK3 inh = blocks human JNK3 kinase activity. purified JNK3 kinase activity, HTS. inhibition, % at 8 µM. 60,000 compounds, 0.61% hits. AID 746; in the data active means inhibition above about 17%;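 further: 0% = DMSO and 100% = reference inhibitor; many of its hits are not listed in these tables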
Target sequence (P53779 whole entry, looked up): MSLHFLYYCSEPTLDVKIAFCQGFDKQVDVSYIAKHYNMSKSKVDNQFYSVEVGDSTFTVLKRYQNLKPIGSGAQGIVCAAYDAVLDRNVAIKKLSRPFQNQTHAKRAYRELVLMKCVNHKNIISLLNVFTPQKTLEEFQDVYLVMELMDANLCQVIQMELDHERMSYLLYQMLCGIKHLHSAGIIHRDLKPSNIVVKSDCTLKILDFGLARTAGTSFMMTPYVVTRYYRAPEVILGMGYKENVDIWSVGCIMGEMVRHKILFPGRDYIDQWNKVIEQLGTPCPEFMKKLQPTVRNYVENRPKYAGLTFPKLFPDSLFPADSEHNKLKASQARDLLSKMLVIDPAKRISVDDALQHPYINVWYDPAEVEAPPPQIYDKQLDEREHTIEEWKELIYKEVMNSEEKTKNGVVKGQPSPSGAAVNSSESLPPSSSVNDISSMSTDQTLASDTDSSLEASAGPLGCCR
Starred values were filed as active, the others as inactive; x = not tested or not shown; [ ] = remark or other dose. Unless noted, no stated cut-off is given here; in the data, active means inhibition above about 20% (passing the limit was not always enough); inactive means the rest.

SMILES,Abs 340nm,MKP-1 inh,FXIIa inh mix,Hsp90 block,MMP-13 inhibitor,AP complement,Cdc25B block,FXIa inh mix,JNK3 inh
O=C(c1ccc(Cl)cc1)N1CCCCC(Sc2nnc(-c3ccc4c(c3)OCO4)o2)C1=O (stereo not given),0.99,1.8,3.1,-4.7,0.9,-9.0,-12.7,10.8,0.9
CCOC(=O)Cc1cc(=O)c2c(=O)n(-c3ccccc3)[nH]c2[nH]1,1.15,-5.1,11.1,-7.8,2.4,-5.8,-8.7,1.5,-4.6
Cc1ccc(NC(=O)c2cccc(OCc3c(C)noc3C)c2)c(C)c1,1,37.6,-1.0,-3.8,-5.5,-12.1,-0.2,3.6,-6.7
N#Cc1nc(Cc2cccc3ccccc23)oc1NCCCN1CCOCC1,1.04,31.6,2.7,0.8,-1.1,3.3,-18.6,3.6,-10.1
CCCCc1noc2c1/C(=N\O)CC(c1ccccc1)C2 (stereo not given),0.98,-17.3,-16.4,-3.0,-9.1,-12.1,-7.9,-5.6,4.0
Clc1cccc(-c2nn3c(-c4ccncc4)nnc3s2)c1,1.04,-10.5,2.4,5.7,-6.2,14.2,-0.6,2.5,-1.9
Cc1ccc(S(=O)(=O)CC(c2ccccc2)N2CCOCC2)cc1 (stereo not given),1.04,5.4,3.7,-7.0,-3.3,-6.2,-7.5,-6.0,2.5
O=C(Nc1ccccn1)c1cc(-n2cnnc2)ccc1Cl,1.03,-6.7,-4.1,-3.2,5.0,8.4,4.1,-5.5,2.3
O=C(CSc1ccc2nnc(-c3ccccc3)n2n1)NCc1ccco1,0.99,7.8,5.3,-4.8,-2.6,3.8,-14.1,4.2,9.8
O=C(CC1(O)C(=O)N(Cc2ccccc2)c2ccccc21)c1ccncc1 (stereo not given),1.03,-1.5,-5.6,-5.5,-7.8,-3.4,2.2,0.5,3.3
N#Cc1c(NC(=O)CSc2nnnn2C2CCCC2)sc2c1CCCC2,0.99,11.6,4.3,-4.6,-5.9,6.0,3.1,0.2,-0.2
O=C(Nc1ccc(Cl)c(Cl)c1)c1ccncc1,1.04,6.8,3.4,x,x,5.2,-16.4,3.5,x
O=C(O)C1CC=CCC1C(=O)Nc1ccc(S(=O)(=O)N2CCCc3ccccc32)cc1 (stereo not given),0.97,6.1,1.3,-2.6,4.8,0.3,-5.8,9.3,0.7
O=c1c2c3nc4ccccc4nc3n(/N=C/c3ccco3)c2ncn1CCC1=CCCCC1,1.1,39.1,2.3,-14.5,-4.8,8.1,9.8,5.1,4.5
Cc1cccc(C)c1NC(=O)CSCC(=O)O,1,4.8,3.1,-0.8,7.1,4.0,-6.3,11.7,-2.7
O=C(Nc1cc(C(F)(F)F)ccc1N1CCOCC1)c1cccnc1,1.03,-0.8,0.8,-8.3,-2.6,5.0,-7.7,7.1,1.0
Cc1ccc(NC(=O)N(Cc2cc3cc(C)cc(C)c3[nH]c2=O)CC2COCCO2)cc1 (stereo not given),0.98,24.1,10.5,-1.9,5.8,-1.9,2.2,-2.0,2.2
O=C(NC1CCCCC1)NC1CC2CCC(C1)N2C(=O)NC1CCCCC1 (stereo not given),0.98,3.7,-0.7,-4.7,7.0,5.3,-19.5,-2.5,2.0
CCOc1cc(/C=N/n2cnnc2)ccc1OCC(=O)Nc1ccccc1OC,1.05,20.5,-17.8,-2.0,7.1,11.5,-21.6,2.6,8.4
CCc1ccc(NC(=O)CSc2nc3ccccc3c(=O)n2CCN2CCOCC2)cc1,1.05,52.5*,4.2,0.4,0.9,11.3,-12.4,5.3,6.5
CC1(C)CC(=O)NC=C(c2ccccc2)C1,1.08,15.3,1.4,x,0.7,25.9,-13.5,8.0,x
O=S(N1CCCCCC1)C12CC3CC(CC(C3)C1)C2 (stereo not given),0.99,4.3,12.7,-3.2,2.5,11.8,-2.5,6.8,8.2
N#Cc1nc(Cc2ccccc2)oc1NCc1cccnc1,1.01,-16.1,1.4,-8.8,2.0,-6.5,-2.1,2.7,4.3
COc1ccc(C(c2nnnn2CC2CCCO2)N2CCN(c3ccc(F)cc3)CC2)cc1 (stereo not given),1.01,5.3,13.2,-1.9,1.2,-3.2,-10.1,3.8,2.4
O=C1c2ccccc2C(O)N1CCN1CCOCC1 (stereo not given),1.01,0.5,-0.2,-1.8,-0.9,-1.6,-1.6,6.5,2.4
O=C(NCc1ccco1)c1ccc2c(c1)C(=O)c1ccccc1-2,1.05,-14.7,8.5,-13.3,5.9,6.8,-7.4,-6.2,8.3
CCOc1ccc2cc(C#N)c(SCC(=O)OC)nc2c1,1.08,-12.7,-11.6,-5.6,-12.3,5.2,-0.3,5.5,10.1
COc1ccc(N(CC(=O)Nc2cccc(C)c2C)S(=O)(=O)c2c(C)n[nH]c2C)cc1,0.99,1.1,-0.8,-3.1,6.0,4.9,-2.0,-1.7,4.6
CCN(CCCNC(=O)COc1cc(=O)n(CC)c2ccccc12)c1ccccc1,0.99,11.4,11.4,-7.5,0.2,-5.4,-25.6,4.9,-5.6
CC(C)(C)NC(=O)CN1CCC(O)(c2ccccc2)CC1,0.97,-25.3,-2.5,-0.1,-2.6,-4.9,-15.8,4.6,0.2
O=C(c1ccccc1Cl)N1CCc2ccccc2C1,0.98,-6.2,7.1,-2.2,0.0,3.1,-0.5,15.2,3.0
COc1ccc(-c2c(C)oc3c(CN4CCCCC4C)c(O)ccc3c2=O)cc1OC (stereo not given),1.11,2.0,10.9,-2.3,-54.8,13.1,1.6,9.0,2.7
Cc1ccc(NC(=O)Cn2nc(C)c3ccccc3c2=O)cc1F,1,-2.5,12.4,1.0,-0.9,7.9,8.1,3.4,-0.4
CCOC(=O)c1oc2nc(C)c3c(c2c1N)CC(C)(C)OC3,1.07,-13.3,5.5,1.7,-111.1[fluorescence artefact?],-4.7,2.0,14.2,3.3
CCCn1c(=O)n(C)c(=O)c2c(SCc3cc(C(C)=O)ccc3OCC)nc(C3CC3)nc21,1.05,13.7,2.5,x,3.9,1.7,4.2,5.0,x
Cc1cc(C)nc(N2CCCC(C(=O)NCc3cccs3)C2)n1 (stereo not given),0.99,-23.0,2.8,1.4,-13.7,-4.2,-12.0,9.0,1.5
Cc1ccc2c(c1)N(C(C)C(=O)NCCc1ccccc1)C(=O)CO2 (stereo not given),0.98,0.3,4.9,-4.3,2.5,9.0,-0.8,3.2,1.3
O=C(CN1c2cccc3cccc(c23)S1(=O)=O)NCc1ccc2c(c1)OCO2,1.09,11.4,-5.4,1.9,1.3,-5.6,-3.1,1.8,5.1
O=C1CC(N2CCN(c3ccccc3)CC2)C(=O)N1c1ccc2c(c1)OCCO2 (stereo not given),1.03,-3.3,3.5,1.4,-1.6,8.9,-16.9,3.5,5.7
CCc1cc(=O)oc2cc(OC(C)=O)cc(OC(C)=O)c12,1,-13.5,-1.6,5.7,-464.8[fluorescence artefact?],13.2,-12.2,-5.3,-3.8

Random excerpt: 2 entries already listed
SMILES,Abs 340nm,MKP-1 inh,FXIIa inh mix,Hsp90 block,MMP-13 inhibitor,AP complement,Cdc25B block,FXIa inh mix,JNK3 inh
O=C(NCc1ccco1)c1ccc2c(c1)C(=O)c1ccccc1-2,1.05,-14.7,8.5,-13.3,5.9,6.8,-7.4,-6.2,8.3
O=C(c1ccccc1Cl)N1CCc2ccccc2C1,0.98,-6.2,7.1,-2.2,0.0,3.1,-0.5,15.2,3.0

Additional structures follow:
SMILES,Abs 340nm,MKP-1 inh,FXIIa inh mix,Hsp90 block,MMP-13 inhibitor,AP complement,Cdc25B block,FXIa inh mix,JNK3 inh
CC1(C)CC(=O)C(C=NCC(N)=O)=C(O)C1,1.08,11.8,3.9,1.4,-2.8,10.7,3.0,3.1,4.1
Cc1ccc(-c2ccc(=O)[nH]n2)cc1,1.03,6.5,x,-5.2,x,x,-0.8,x,x
CCCCOc1ccc(-c2c(C#N)c(N)nc(SCC(N)=O)c2C#N)cc1,1.05,35.9,4.9,-3.5,-4.5,-0.8,5.5,1.1,8.6
Cn1c(N)c(C(=O)COC(=O)C2(c3ccccc3F)CCCC2)c(=O)n(C)c1=O,0.97,10.4,4.9,x,-1.2,19.2,-13.1,5.2,x
COc1ccccc1S(=O)(=O)n1cc(Cc2ccccc2)c(N)n1,0.99,-2.7,1.1,-1.1,-0.4,8.2,1.1,-6.8,-3.6
O=C(c1ccc(CS(=O)(=O)c2ccc(Br)cc2)o1)N1CCCCCC1,1.02,8.1,-21.9,-1.5,0.7,12.0,3.1,1.2,-4.6
O=C(Nc1ccc2c(c1)OCO2)c1cccs1,1.05,8.0,1.6,17.5,2.8,-13.4,0.8,-1.1,2.7
CCOC(=O)N1CCC(NC(=O)c2ccc3c(c2)N(C)CCS3)CC1,1.02,3.7,6.8,-0.6,-200.7[fluorescence artefact?],9.7,-1.2,-0.5,-1.1
CCOC(=O)c1ccc(CNC(=O)CSc2nnnn2-c2ccc(Cl)cc2)o1,1.01,-21.8,0.3,-1.4,-2.7,5.5,-1.7,-0.3,-0.7
CCn1nnc(NC(=O)c2c(OC)cccc2OC)n1,1,3.9,4.6,-9.3,5.2,6.2,-9.2,4.7,9.0
Cc1ccc(N(C(=O)Cn2nnc3ccccc32)C(C(=O)NCc2ccco2)c2cccnc2)cc1 (stereo not given),0.98,-12.2,3.2,0.5,0.8,-0.8,1.3,-10.1,2.8
Cc1ccc2c(c1)c1c(n2CC(O)Cn2nc(C)c(Br)c2C)C(=O)CCC1 (stereo not given),1,25.3,-14.8,-0.5,-3.5,17.3,-3.6,7.0,0.7
CCCCN1C(=O)C(O)=C(C(C)=O)C1c1ccc(OC)cc1OC (stereo not given),1.11,-21.1,x,0.0,0.2,x,7.7,x,-5.4
CCOC(=O)c1cnc2c(C)cccc2c1NCc1ccco1,1.11,11.2,2.9,x,x,14.1,-9.3,5.4,x
CCSC1=C(C#N)C(c2ccc(C)s2)CC(=O)N1 (stereo not given),1.02,8.1,9.6,-3.0,-4.8,7.4,-10.1,-4.3,4.1
COC(=O)C1=C(C)N(Cc2ccco2)C(=O)C1,0.98,27.0,-13.6,-11.8,-3.5,-4.5,-16.6,1.6,-4.3
Cc1ccc(C(C(=O)NC2CCCC2)N(Cc2ccc(F)cc2)C(=O)c2csnn2)o1 (stereo not given),1.01,14.9,2.9,-0.1,-0.1,-2.9,3.8,3.9,6.8
N#Cc1nc(-c2ccccc2Cl)oc1N1CCCCC1,1.04,-26.7,x,-0.5,-69.1[fluorescence artefact?],x,14.3,x,-0.2
CCCC1(CCC)NC(=O)N(CC(=O)Nc2cccc(OC)c2)C1=O,1,-0.8,13.9,-1.9,-0.5,7.3,-1.1,7.3,-0.2
CCOC(=O)c1cc(NC(=O)c2c(C)noc2C)cc(C(=O)OCC)c1,1.01,4.7,-2.4,-8.2,-0.7,-4.8,-0.5,0.8,7.7
Clc1ccccc1CNc1ncnc2nc[nH]c12,1.05,1.8,7.2,1.7,8.5,4.3,-11.4,1.7,11.9
COc1cccc(NC(=O)N2CCCC2C(=O)NC(C)C)c1 (stereo not given),0.98,-1.5,0.9,2.5,-2.1,-2.7,-5.9,6.8,4.8
CC1CN(S(=O)(=O)c2ccc(NC(=O)c3cc(-c4ccccc4O)n[nH]3)cc2)CC(C)O1 (stereo not given),1.04,-3.7,6.2,4.6,-3.2,9.8,4.5,1.9,5.3
O=C(COc1nnc2ccccn12)N1CCN(S(=O)(=O)c2ccccc2)CC1,1.01,0.9,-15.4,2.6,-63.1,-2.0,6.0,-6.6,-3.1
Cn1c(NC(=O)CC(C)(C)C)cc(=O)n(C)c1=O,1.06,1.2,-1.2,-1.2,-0.3,7.9,1.6,8.6,1.1
